# HTR5A inv ag = HTR5A inverse agonism, opioid heterodimer counter-screen | P47898 | HTR5A cell line, luminescence | inhibition, % at 9.3 µM | actives 0.083% (n = 340,000) | AID 504634; in the data active = inhibition mostly above about 23%, no sharp cut-off; inactive = mostly below about 18%;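 note: 0% = cells with DMSO and 100% = no-cell wells with DMSO; some compounds called inactive have numbers as strong as hits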
# MOR-DOR inv ag = mu-delta opioid heterodimer inverse agonism. inhibition, % at 9.3 µM. AID 504357. P35372+P41143. actives 0.21% (n = 340,000). cell-based MOR-DOR heterodimer luminescence; in the data active = inhibition above about 22%, passing the limit was not always enough;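 note: 0% = cells with DMSO and 100% = wells without cells with DMSO; values of inactives mirror those of a sister screen read the other way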
# Target sequence (P35372 whole entry, looked up): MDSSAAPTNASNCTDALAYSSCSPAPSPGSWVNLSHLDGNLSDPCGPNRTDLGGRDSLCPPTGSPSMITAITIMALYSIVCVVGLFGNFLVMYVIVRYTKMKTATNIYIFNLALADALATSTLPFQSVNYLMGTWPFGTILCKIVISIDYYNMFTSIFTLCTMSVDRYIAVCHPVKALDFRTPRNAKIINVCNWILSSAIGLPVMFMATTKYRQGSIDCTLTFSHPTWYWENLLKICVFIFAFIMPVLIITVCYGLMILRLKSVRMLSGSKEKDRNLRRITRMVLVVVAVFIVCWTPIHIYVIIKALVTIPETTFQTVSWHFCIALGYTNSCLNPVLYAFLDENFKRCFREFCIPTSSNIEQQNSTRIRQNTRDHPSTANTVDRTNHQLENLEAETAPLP
# Target sequence (P41143 whole entry, looked up): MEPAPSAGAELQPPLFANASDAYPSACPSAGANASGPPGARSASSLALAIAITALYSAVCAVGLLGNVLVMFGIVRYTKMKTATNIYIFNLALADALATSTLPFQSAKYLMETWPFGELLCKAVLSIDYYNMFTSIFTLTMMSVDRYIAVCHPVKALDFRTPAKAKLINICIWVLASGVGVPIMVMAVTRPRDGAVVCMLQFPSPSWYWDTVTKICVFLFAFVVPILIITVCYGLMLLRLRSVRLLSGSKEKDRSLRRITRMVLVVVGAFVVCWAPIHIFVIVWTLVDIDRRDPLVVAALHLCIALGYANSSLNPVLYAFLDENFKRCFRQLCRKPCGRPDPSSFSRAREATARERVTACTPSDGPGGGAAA
# LANA DNA inh = blocks KSHV LANA C-terminal domain binding to DNA. MBP-C-LANA/FAM-LBS DNA binding, fluorescence polarization. inhibition, % at 9 µM. actives 0.078% (n = 340,000);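 active = highest replicate inhibition at or above 60% at 9 µM, even if other replicates fall short; inactive = all replicates below 60% inhibition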;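 note: 0% = neutral control wells and 100% = 4 µM acridine orange control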
# HTR5A ag ctr = activates human HTR5A in OPRM1-OPRD1 agonist counter-screen; P47898; HTR5A agonist assay, luminescence, cell-based; activation, % at 9.3 µM; actives 0.61% (n = 340,000); in the data active = activation mostly above about 9.5%, no sharp cut-off; inactive = mostly below about 7.6%;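 note: 0% = cells with vehicle only and 100% = reference agonist; strong numbers were not always called active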
# V-ATPase pH = yeast V-ATPase proton transport regulation by pHLuorin; S. cerevisiae, pHLuorin cytosolic pH fluorescence; response, % at 10 µM; actives 0.37% (n = 350,000); AID 504577; in the data active = response mostly above about 7.3%, no sharp cut-off; inactive = mostly below about 5.4%; note: actives read high; inactives centre near 0; some compounds called inactive have numbers as strong as hits; reference of the scale not given here
# Cardiac RTF inh = cardiac RTF calcium desensitization | AID 493244 | P19429+P45379 | inhibition, % at 7.15 µM | actives 0.12% (n = 340,000) | IANBD-labeled cardiac RTF, Ca2+ fluorescence;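 active = inhibition above the mean inhibition of all tested compounds plus 3 SD, cut at about 17% in these data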;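 note: assay run at fixed EC70 calcium of 1.6 mM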
# cardiac RTF act = cardiac RTF calcium sensitization | P19429+P45379 | activation, % at 7.2 µM | AID 493008 | IANBD-labeled TnC RTF fluorescence at EC20 calcium; 0% EC20 calcium, 100% full calcium | actives 0.24% (n = 340,000);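 active = activation above the mean over all tested compounds plus 3 SD, cut at about 30% in these data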;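 note: rise in fluorescence read as greater calcium sensitivity of cardiac thin filaments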
# Keap1 Nrf2 FP = Keap1-Nrf2 (human) interaction inhibition; Q14145; Keap1 Kelch-Nrf2 peptide fluorescence polarization, 1536-well; inhibition, % at 9.4 µM; actives 0.15% (n = 340,000); in the data active = inhibition above about 12%;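 note: human Keap1 Kelch domain with fluorescein labeled Nrf2 9mer peptide probe; 0% = neutral control wells and 100% = peptide positive control; higher means more block of Keap1 binding to Nrf2 peptide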
# CAL PDZ FP = CAL PDZ (human) peptide binding inhibition. Q9HD26. purified CAL PDZ, TMR-peptide fluorescence polarization, 1 h. inhibition, % at 24.9 µM. actives 0.92% (n = 300,000). AID 602252;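 active = mean inhibition of at least 30% with at least half of replicates also reaching 30%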;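 note: 0% = DMSO neutral control and 100% = excess unlabeled competitor peptide PRC23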
# MOR-DOR ag = agonists of human mu-delta opioid receptor heterodimerization. cells, OPRM1-OPRD1 heterodimerization, luminescence. activation, % at 9.3 µM. actives 0.3% (n = 340,000); in the data active = activation above about 18%;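 note: 0% = vehicle-treated cells and 100% = reference agonist; values of inactives mirror those of a sister screen read the other way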
# * marks the source's active call; other numbers are inactive results; / = no result given.
SMILES,HTR5A inv ag,MOR-DOR inv ag,LANA DNA inh,HTR5A ag ctr,V-ATPase pH,Cardiac RTF inh,cardiac RTF act,Keap1 Nrf2 FP,CAL PDZ FP,MOR-DOR ag
CSc1cccc(NC(=O)N2CCN(C)CC2)c1,-16.3,22.5,0.3,4.2,-2.4,2.2,-2.0,3.9,-5.1,-4.8
Cc1cccc(-c2noc(CCCC(=O)Nc3cccnc3)n2)c1,-3.3,4.1,0.1,1.2,-4.0,-8.9,8.3,3.2,0.8,-0.9
CCC(=O)Nc1nnc(SCC(=O)N2c3ccccc3CC2C)s1 (stereo unspecified),-10.6,-4.0,1.4,4.0,2.3,2.1,2.1,-3.0,-2.6,0.7
C(=C\c1nc2ccccc2[nH]1)/c1ccccc1,-7.2,0.4,0.2,2.4,7.1,-2.6,4.2,-1.6,-3.8,-0.1
CC(C)CCc1noc(CN2CCN(CC(=O)NC(C)C)CC2)n1,-5.3,12.1,1.4,1.9,-5.1,7.6,0.8,-5.2,5.3,-2.3
Cc1ccc(/C=C/C(=O)NCCCc2ccccc2)cc1,5.8,-2.5,-1.9,0.0,-1.5,-5.8,-3.0,-5.1,1.1,0.5
C#CCn1c(O)c(N=NC(=O)C(O)c2ccccc2)c2ccccc21 (stereo unspecified),3.6,5.0,-3.7,-1.3,-1.6,6.5,-2.0,-3.4,0.1,-0.9
Cc1cc(C)n(-c2ccc([N+](=O)[O-])cc2)n1,3.5,-4.6,0.2,-1.3,8.0,-14.3,7.7,-6.9,-2.8,0.6
O=C(CN1C(=O)C(=O)N(Cc2ccco2)C1=O)NC1CCCCC1,-1.2,13.2,2.2,-7.6,0.9,-9.4,3.6,3.1,/,-2.6
Cc1cc(C)n2nc(SCC(=O)N3CCc4ccccc43)nc2n1,-15.4,-2.2,3.8,4.2,-0.5,11.1,7.6,-0.9,-2.4,0.4
COCc1[nH]nc2c1C1(C(=O)Nc3ccc(F)cc31)C(C#N)=C(N)O2 (stereo unspecified),-13.3,4.3,0.4,-2.0,-1.5,-2.6,6.6,-1.8,-1.4,-0.7
C=CCN(c1ccccc1)S(=O)(=O)c1cccc(C(=O)NCc2ccncc2)c1,4.1,0.4,-1.9,-1.6,-7.6,-3.8,-2.6,-0.5,-1.7,-0.1
Cc1cc(C)cc(NC(=S)N(CCN(C)C)C(C)c2cccnc2)c1 (stereo unspecified),3.8,6.1,2.1,-1.5,3.7,0.1,3.1,2.2,-2.8,-1.3
CCC(=O)NC(c1ccc(C)cc1)c1cc([N+](=O)[O-])c2cccnc2c1O (stereo unspecified),4.8,2.1,-2.3,-1.8,0.0,1.8,0.8,-5.1,-6.3,-0.4
Cn1c(=O)c2[nH]c(=S)n(Cc3ccccc3)c2n(C)c1=O,16.2,-13.8,-1.0,-4.1,-3.6,3.4,-2.2,0.9,5.3,2.7
CC(C)C(=O)NC(c1ccco1)c1c(O)ccc2ccccc12 (stereo unspecified),4.8,10.4,2.3,-4.6,-0.1,-6.5,-7.9,4.0,2.8,-1.9
CCN1CCN(C(=O)CN(C)S(=O)(=O)c2ccc(OC)c(C)c2)CC1,0.8,2.6,2.8,6.1,/,-7.2,-2.9,2.5,-4.5,-0.5
Cc1cc2nn(-c3ccccc3)nc2cc1NC(=O)c1cccs1,-7.5,-3.6,-1.2,3.2,-4.5,-5.0,11.8,3.9,-3.8,0.6
CCN(CC(=O)Nc1ccccc1C(F)(F)F)C(=O)c1cc(-c2ccccc2)nn1-c1ccccc1,5.9,6.9,/,-2.2,2.2,0.7,-4.8,/,16.0,-1.3
CCOC(=O)N1CCN(C(=O)CCCn2c(=S)[nH]c3ccccc3c2=O)CC1,-3.1,6.5,-0.9,1.1,0.4,-8.8,-4.3,0.4,-2.2,-1.1
O=S(=O)(c1ccc(Br)c2ccccc12)N1CCOCC1,-6.6,15.2,0.0,1.8,-0.3,-7.6,0.8,-2.4,3.2,-3.1
CC1CC(=O)Nc2ccccc2N1S(=O)(=O)c1ccc(Cl)cc1 (stereo unspecified),-18.6,4.0,-1.0,4.0,1.3,-2.8,8.4,-3.6,-6.6,-0.8
O=C(C1CCN(C2CC(=O)N(c3cccc(Cl)c3)C2=O)CC1)N1CCCC1 (stereo unspecified),7.0,13.7,2.8,5.8,6.6,-2.5,-6.5,0.2,-0.2,-3.0
COC(=O)C1(C)CCc2cc(OC)ccc2C1=O (stereo unspecified),10.2,4.2,-1.0,-3.8,5.4,-13.8,0.5,-2.0,-3.0,-0.7
COc1ccc(NC(C)=O)cc1CNC(=O)CN1CCOCC1,-12.8,11.4,-1.0,3.5,2.1,4.7,-0.9,5.1,-2.7,-2.5
CCC(C)c1ccc(S(=O)(=O)Nc2cccnc2)cc1 (stereo unspecified),-8.7,-2.0,1.7,2.4,-0.7,-2.3,0.3,-2.0,3.8,0.4
CN(C)C1(CNC(=O)Nc2ccccc2)CCCCC1,-6.8,-37.9,1.3,1.5,2.7,-15.7,-3.8,-0.7,-4.1,4.6
CN(C)c1cc2c3ccccc3n(C)c2cc1N,8.2,-10.3,-2.7,-2.1,6.4,-2.5,3.2,-6.3,-1.8,2.1
CC(=O)Nc1ccc(S(=O)(=O)N(C)CC(=O)OC2CCCCC2=O)cc1 (stereo unspecified),-1.5,12.8,-0.4,0.4,-0.8,3.1,-2.7,-1.6,/,-2.4
O=S(=O)(c1ccc(N2CCN(S(=O)(=O)c3ccccc3)CC2)nc1)N1CCCC1,5.8,2.8,1.7,-2.1,-7.3,-7.9,-3.3,-1.5,-2.6,-0.6
CCC1CCCCN1C(=O)COC(=O)c1cc(Br)ccc1Cl (stereo unspecified),3.6,12.1,0.1,4.4,0.2,-1.0,-2.6,2.3,/,-2.4
Cc1ccc(CNC(=O)CN2C(C)CCCC2C)cc1 (stereo unspecified),6.7,14.9,0.9,-2.4,-0.3,-7.8,-1.3,-0.4,/,-2.7
CC(C)CC(=O)Nc1ccc(S(=O)(=O)Nc2nccs2)cc1,-5.7,3.1,-0.1,1.6,-4.0,0.7,-4.7,-2.1,-4.3,-0.7
Cc1ccc(/C=N/NC(=O)c2c[nH]c3ccccc23)o1,-4.3,6.6,3.0,2.2,-4.7,-7.2,-2.2,-1.7,-2.9,-1.2
CCCn1c(O)c(N=NC(=O)c2ccco2)c2ccccc21,-1.3,11.8,0.9,2.5,2.9,-8.6,-8.4,0.9,-1.6,-2.3
Cc1ccc(C(=O)O)cc1NC(=S)NC(=O)c1ccc([N+](=O)[O-])cc1Cl,19.9,-5.7,-1.1,-3.2,-1.9,-5.5,-0.2,-2.4,-4.1,1.1
CCOc1ncccc1C(=O)NCc1ccc(OC)c(OC)c1,5.4,-5.4,-0.5,-1.6,1.0,0.4,-5.5,-3.7,-2.1,0.9
Cc1cc(C)cc(NC(=S)Nc2ccc3cn[nH]c3c2)c1,-4.3,1.6,-0.6,1.7,2.9,-14.7,-0.1,-3.1,-3.7,-0.3
CCOCC(=O)N1CCN(c2ccccc2OC)CC1,-4.1,7.2,1.2,1.4,0.3,-13.8,2.5,0.5,1.8,-1.4
CCn1c(=O)n(CC(=O)N2CCN(c3ccccc3F)CC2)c(=O)c2ccccc21,-5.5,3.3,-1.6,1.3,0.7,-0.2,-3.2,-2.6,-5.0,-0.8
Cc1cccc(/C=N/NC(=O)c2ccncc2)n1,-13.8,3.1,-0.7,3.8,2.0,-1.9,-5.0,0.8,-0.7,-0.6
O=S(=O)(N/N=C/c1cccnc1)c1ccc(Cl)c(Cl)c1,-16.6,17.2,7.1,2.1,5.0,-0.3,6.8,-6.0,/,-3.3
Cc1ccc(C)c(SCC(=O)OCC(=O)Nc2ccc(S(=O)(=O)N3CCOCC3)cc2)c1,4.9,-9.3,2.6,-6.4,-1.2,0.7,1.0,2.3,-4.2,1.6
CS(=O)(=O)N(CC(=O)NCc1ccco1)c1cccc([N+](=O)[O-])c1,7.5,11.0,0.8,-2.7,-1.9,-10.1,-0.2,-2.9,-0.9,-2.0
O=[N+]([O-])c1ccc2nc(SCc3cn4ccccc4n3)[nH]c2c1,-20.4,12.7,1.3,2.1,5.2,-14.8,-4.0,3.4,-1.7,-2.0
O=C(COc1ccc2ccccc2c1)NNC(=O)Nc1ccccc1F,1.9,6.5,0.6,2.0,-1.1,-1.5,-3.1,2.9,-3.1,-1.2
Cc1c(Cc2c(Cl)cccc2Cl)c(=O)ccn1C(C)c1ccccc1 (stereo unspecified),-40.8,7.0,-3.7,-3.1,-0.3,-4.2,2.0,-1.2,-2.6,-1.2
COc1ccc(C(=O)O)cc1S(=O)(=O)Nc1cc(Cl)ccc1N1CCOCC1,2.7,-14.2,0.4,1.0,0.8,-6.2,1.3,1.8,-3.6,3.6
CCOC(=O)C1(CCOc2ccccc2)CCN(Cc2cnc(C)s2)CC1,6.8,-397.3,-0.1,-2.5,-2.5,-7.7,2.5,1.5,-2.8,72.0*
COc1ccc(CCNC(=O)CSc2nnc(Cn3c(=O)sc4ccccc43)n2C)cc1OC,-24.3,11.6,-0.2,-2.1,-2.3,-6.7,2.5,-1.5,/,-2.0
O=C(COc1ccccc1-c1ccccc1)NNC(=O)NC1CCCCC1,-15.3,4.5,-2.2,-5.3,-1.0,-11.7,3.9,-2.4,/,-0.9
CCOc1ccc(CN=C(N)N=C(N)N)cc1Cl,4.4,-0.1,-0.3,5.7,-4.3,2.3,-4.2,4.4,-3.2,0.0
Cc1[nH]c(C)c(S(=O)(=O)NCc2ccc(N(C)C)cc2)c1C(=O)N1CCCC1,1.2,3.2,1.7,-0.3,4.9,-23.6,-6.5,-0.9,-4.3,-0.6
COC(=O)c1sc(=S)n(-c2ccc(Cl)cc2)c1C,3.6,-8.8,1.4,-1.6,-1.2,-2.3,-1.7,-0.6,-1.5,1.8
O=C(Nc1nnc(C2CC2)s1)c1ccncc1,-17.4,4.7,1.1,3.4,1.1,-0.3,-2.4,-6.7,/,-1.1
COc1ccc(CNC(=O)C(C)N(Cc2ccccc2OC)C(=O)c2snc(C(N)=O)c2N)cc1 (stereo unspecified),-14.8,1.3,0.0,5.2,-2.1,-11.9,6.0,-2.3,-3.3,-0.2
COc1ccccc1OCCCC(=O)NC(C)c1ccccc1 (stereo unspecified),-12.9,11.3,2.2,4.7,-0.2,-6.2,0.0,-8.9,-4.0,-2.5
Fc1ccc(Nc2nc3ccccc3s2)cc1,20.5,-53.6,-1.2,5.5,-0.3,2.6,-2.7,4.5,/,9.8
Oc1ccc(Nc2nc(N3CCCC3)c3ccccc3n2)cc1,-10.2,-16.8,-0.9,-4.2,-3.3,3.8,-14.1,1.2,-0.6,3.1

# Structures above that bear a hit mark in MOR-DOR ag:
smiles | MOR-DOR inv ag | LANA DNA inh | V-ATPase pH | Keap1 Nrf2 FP | CAL PDZ FP | MOR-DOR ag
CCOC(=O)C1(CCOc2ccccc2)CCN(Cc2cnc(C)s2)CC1 | -397.3 | -0.1 | -2.5 | 1.5 | -2.8 | 72.0*

# Fetched by compound from the entries so far, 2 records:
SMILES,HTR5A inv ag,MOR-DOR inv ag,LANA DNA inh,HTR5A ag ctr,V-ATPase pH,Cardiac RTF inh,cardiac RTF act,Keap1 Nrf2 FP,CAL PDZ FP,MOR-DOR ag
O=C(Nc1nnc(C2CC2)s1)c1ccncc1,-17.4,4.7,1.1,3.4,1.1,-0.3,-2.4,-6.7,/,-1.1
COc1ccc(CNC(=O)C(C)N(Cc2ccccc2OC)C(=O)c2snc(C(N)=O)c2N)cc1 (stereo unspecified),-14.8,1.3,0.0,5.2,-2.1,-11.9,6.0,-2.3,-3.3,-0.2

# Rows are unselected. Share with any hit: about 2.8%.
